# Screening data deposited in PubChem by Fisher Drug Discovery Resource Center.
# NPYLR7 ag: activates Aedes aegypti NPYLR7 receptor; AID 1259423; 270,000 tested, 0.15% active; HEK293T NPYLR7/Galpha15, GCaMP6s calcium fluorescence; activation, % at 10 µM; in the data active = activation above about 40%;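 note: 0% = vehicle and 100% = reference agonist at the receptor; some compounds past the cut are filed as inactive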
# mcGAS inh: mouse cGAS inhibition by luminescence | Q8C6L5 | recombinant cGAS, Kinase-Glo ATP depletion luminescence | inhibition, % at 12.5 µM | 160,000 tested, 0.15% active;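 note: 0% = negative control wells and 100% = reference inhibitor with no enzyme activity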
# hcGAS lum: human cGAS inhibition | Q8N884 | recombinant h-cGAS, ATP depletion, Kinase-Glo luminescence | inhibition, % at 12.5 µM | 290,000 tested, 0.081% active;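 note: 0% = vehicle reaction and 100% = reaction without DNA for no activity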
# Target sequence (Q8N884 whole entry, looked up): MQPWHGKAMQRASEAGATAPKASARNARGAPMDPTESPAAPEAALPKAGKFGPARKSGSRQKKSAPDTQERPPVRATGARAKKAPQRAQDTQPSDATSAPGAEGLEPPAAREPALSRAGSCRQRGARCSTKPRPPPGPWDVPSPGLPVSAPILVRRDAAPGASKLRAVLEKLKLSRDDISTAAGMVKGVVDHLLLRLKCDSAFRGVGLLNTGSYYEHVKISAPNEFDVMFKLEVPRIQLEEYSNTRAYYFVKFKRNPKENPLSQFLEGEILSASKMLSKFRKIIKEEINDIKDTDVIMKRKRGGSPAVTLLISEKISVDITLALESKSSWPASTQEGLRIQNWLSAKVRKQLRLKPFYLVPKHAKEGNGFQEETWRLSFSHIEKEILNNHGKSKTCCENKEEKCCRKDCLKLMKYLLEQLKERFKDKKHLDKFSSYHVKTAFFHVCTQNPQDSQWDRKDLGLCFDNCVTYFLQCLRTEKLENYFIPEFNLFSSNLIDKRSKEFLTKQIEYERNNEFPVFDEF
# Starred values were filed as active, the others as inactive; . = not tested or not shown; & = joins results of further samples. Cut-off read from the data, not from the text of the source, unless noted: active = inhibition above about 40%; inactive = the rest. This is a random part of the collection (roughly 0.29% active in at least one column).
cpd	SMILES	NPYLR7 ag	mcGAS inh	hcGAS lum
1	Cn1ccc(C(=O)N(Cc2ccccc2)c2nc3ccc(Cl)cc3s2)n1	.	-9	-9
2	CCCn1cc(NC(=O)c2sccc2-c2ccccc2)ccc1=O	0	.	-1
3	COCc1nc(NC(C)CCc2ccco2)c2cnn(C)c2n1 (stereo not given)	9	.	-7
4	O=C1CNC(=S)N1CCC(c1ccccc1)c1ccccc1	11	.	-6
5	C=CCOc1cccc(CN(C)C(=O)[C@@H]2C[C@H](N)CN2C)c1	-2	.	-5
6	CCSC1=N/C(=C\c2cc3c(cc2Br)OCO3)C(=O)S1	23	-2	-2
7	Cn1ccnc(NC(=O)CCC(F)(F)F)c1=O	6	-16	-6
8	Cc1nc(=O)[nH]c(C)c1CC(=O)O	1	-1	5
9	COc1c(O)cccc1O	.	-2	-2
10	O=C(CCCOc1ccccc1)N1CCC(c2ccc(F)cc2)CC1	-5	.	1
11	CCOc1ccc(NC(=O)c2sc3nc4c(cc3c2N)C(=O)CC(C)(C)C4)cc1	0	.	-10
12	CN(C)c1ccc(-c2cc(C(N)=O)ccn2)cc1	11	.	-5

# Continuation:
cpd	SMILES	NPYLR7 ag	mcGAS inh	hcGAS lum
13	Cc1cccc2c(C3CCN(S(=O)(=O)c4cc(F)c(F)cc4Cl)CC3)c[nH]c12	4	-7	-8
14	CN(C)CCN(C(=O)c1ccnn1C)c1nc2ccccc2s1	.	-5	-4
15	O=C(c1ccno1)N(CCN1CCOCC1)c1nc2c(Cl)cccc2s1	0	.	-2
16	N#Cc1cn2ncnc2nc1N	-3	.	-4
17	Cc1ccc(CNC(=O)NCC(=O)NC(C)c2ccc(F)cc2F)cc1 (stereo not given)	5	.	-5
18	CCN1C(=S)NC(c2ccc(NS(=O)(=O)c3cccc4cccnc34)cc2)C(C(=O)OC)=C1C (stereo not given)	3	-4	1
19	O=C1C(C(c2ccc(Cl)cc2)N2CCOCC2)Sc2nc(-c3ccco3)nn21 (stereo not given)	21	-8	-3
20	Cn1ccc(C(=O)N2CCN(C34CC5CC(CC(C5)C3)C4)CC2)cc1=O	.	-6	-14
21	CC(C)Cc1ncc2c(n1)CN(C(=O)c1ccc(F)c(Cl)c1)C2	-7	.	2
22	CC1CCc2c(sc3nc(SCC4CCCO4)[nH]c(=O)c23)C1 (stereo not given)	2	.	-5
23	CNc1ccccc1C(=O)N1CCC2(CC1)C(=O)NCCN2C	25	.	-2
24	CC(=O)NC(C(=O)NCCc1cc(C)n(-c2ccccc2)c1C)C(C)C (stereo not given)	7	.	1

# Carrying on:
cpd	SMILES	NPYLR7 ag	mcGAS inh	hcGAS lum
25	O=C(CCc1ccccc1)N1CCN(c2ncnc3c2nnn3-c2ccccc2)CC1	-9	-5	-3
26	CCOC(=O)c1cc(-c2ccc(N3CCN(C(=O)c4cccs4)CC3)cc2)n(-c2ccccc2OC)n1	13	-3	1
27	O=C(Cc1cccs1)Nc1nnc(SCc2ccccc2C(F)(F)F)s1	7	0	5
28	COCCCN1C(=O)C(=Cc2c(NCCO)nc3ccccn3c2=O)SC1=S	6	-4	1
29	COc1cccc(OC)c1CNC(=O)c1sc2ccccc2c1Cl	2	-4	-5
30	CC1C(=O)NCCN1c1nc(-c2ccccn2)nc2c1CCC2 (stereo not given)	-3	.	4
31	COC(=O)N1N=C(C)CC1(O)C(F)(F)OC(F)(F)F (stereo not given)	.	-6	-12
32	COc1ccc(-c2cc3c(SCC(=O)Nc4ccc(C)cc4)nccn3n2)cc1	-2	-8	-4
33	CCC(O)CN1CCN(Cc2nc(C(=O)NCC3CCCCC3)co2)CC1 (stereo not given)	.	-4	-4
34	CN(Cc1ccc(-n2cccn2)cc1)C(=O)C(=O)c1cccs1	15	.	-11
35	CC(=O)c1ccc(NC(=O)CSc2nnc(CCc3c(C)[nH]c(=O)n(C)c3=O)o2)cc1	-6	-6	-3
36	Cc1ccc2cc(CCNC(=O)c3ccccc3)c(=O)[nH]c2c1C	-3	.	-7

# The list continues.
cpd	SMILES	NPYLR7 ag	mcGAS inh	hcGAS lum
37	O=C(CN1C(=O)COc2ccc(Cl)cc21)Nc1nc2c(s1)CCC2	1	.	-15
38	Cc1cccc(C)c1Nc1c(C(C)C)nc2c(C)cccn12	-2	-5	-2
39	Cc1nc2ccccc2nc1N1CCN(S(=O)(=O)c2ccc(F)c(Cl)c2)CC1	16	-3	-8
40	Cc1ccc(-n2cnnn2)nc1	0	-5	-16
41	Cc1ccc(NC(=O)CN(C)C(=O)c2ccc(C)c(NS(C)(=O)=O)c2)cc1	2	1	4
42	Brc1ccc(CNCCn2cnnc2C2CC2)cc1	10	.	-7
43	Cc1nc(SCC(C)C)c2c3c(sc2n1)CCC3	-9	.	-7
44	CC(C)=CC(=O)N1CCCC(N2CCN(c3ccccc3C)CC2)C1 (stereo not given)	-2	.	3
45	Cc1cc(OC(=O)c2cccc(Cl)c2)c([N+](=O)[O-])c(=O)[nH]1	3	-7	-5
46	CCc1nc2c(OCc3cccc(OC)c3)cccn2c1N(C)C(=O)c1ccc(OC)cc1	10	-2	-3
47	Cc1noc(C)c1C1CCCN1C(=O)c1cccc2c1OCC2 (stereo not given)	7	.	-6
48	CC(C)c1c(C#N)c(N)nc(SCC(=O)c2ccc(Cl)c(Cl)c2)c1C#N	10	-4	-4

# Going on with the list.
cpd	SMILES	NPYLR7 ag	mcGAS inh	hcGAS lum
49	Cc1cc(C)cc(N2CCN(C(=O)C(C)C)C(C)C2=O)c1 (stereo not given)	-7	-2	1
50	O=C(NC1CCN(C2CC2)CC1)c1cc2ccccc2[nH]1	-6	.	-1
51	COC(=O)C1CCCCN1S(=O)(=O)NCc1ccccc1 (stereo not given)	13	.	-4
52	CC(C)C(=O)NS(=O)(=O)c1cc(Cl)c(Br)s1	8&2	.	-5&-4
53	Cc1nn(C)c(Cl)c1C(=O)NCCc1ccc2c(c1)OCCO2	0	-9	-14
54	O=C(NC1(c2ccc3c(c2)OCCO3)CCCC1)c1cc2c([nH]c1=O)CCCC2	1	-17	-6
55	Clc1ccc(COc2c(Cl)cc(Cl)cc2/C=N\n2cnnc2)cc1	-3	.	0
56	CCOC(=O)/C(=N/Nc1ccccc1)S/C(=N/Nc1ccccc1)C(=O)OCC	-7	.	-1
57	O=C(O)c1ccc(CSc2nnc(-c3ccccc3Cl)n2-c2cccc(Cl)c2)cc1	-4	1	-2
58	Cc1cccc(CSc2nnc(CNS(=O)(=O)c3ccc(C(C)(C)C)cc3)n2-c2cc(Cl)ccc2C)c1	-6	2	0
59	CCCOC1CCCN(C2CCN(c3ccc(F)c(F)c3)CC2)C1 (stereo not given)	.	-12	-9
60	Cc1[nH]nc(CCC(=O)NCc2cccnc2-n2ccnc2)c1C	.	-18	-2

# Other results.
cpd	SMILES	NPYLR7 ag	mcGAS inh	hcGAS lum
61	Cn1cnc2c(nnn2C)c1=O	0	.	-6
62	O=C(c1cnc(CN2CCCC2)s1)N1CCCC(Nc2ccccc2)C1 (stereo not given)	27	.	-8
63	CCc1cccc2c(C(CC(=O)N3CCC4(CC3)OCCO4)c3ccc(Cl)cc3)c[nH]c12 (stereo not given)	0	-8	-5
64	O=C(N[C@@H]1CCCCC1NC(=O)C1CCCN(C(=O)C2C[C@H]2c2ccccc2)C1)c1ccc(F)cc1 (stereo not given in full)	24	-6	-4
65	O=C(CSc1nnnn1-c1cccc(F)c1)NC(=O)NC1CCCC1	.	-1	8
66	COC(=O)c1ccc2c(=O)n(-c3cc(OC)cc(OC)c3)c(N3CCCC3)nc2c1	1	-3	-6
67	CCOc1ccccc1-n1c(=O)[nH]c2c(C(N)=O)nc(CCc3ccccc3)nc21	14	.	-13
68	N#Cc1cccc(C(=O)N2CCC(n3nc(-c4ccccc4)cc3-c3ccccc3)CC2)c1	3	-6	-3
69	Cc1ccc(C(=O)Nc2cccc3c2C(=O)NC3=O)cc1C	1	.	-3
70	CCS(=O)(=O)c1ccc(C(=O)N(CCn2cccn2)c2nc3ccccc3s2)cc1	-22	-1	5
71	COc1cc(C)c(Cc2cnc(N)nc2N)cc1OC	-10	.	-3
72	COc1ccc(-c2c(C)nn3c(N4CCN(c5ccccc5)CC4)cc(C)nc23)cc1OC	1	-8	-5

# Next entries
cpd	SMILES	NPYLR7 ag	mcGAS inh	hcGAS lum
73	CC(C)(C)C(=O)Nc1nnc(N=Cc2ccc(Br)s2)s1	-3	-3	4
74	O=C(CCn1nnc2ccccc21)Nc1cnc2n1CCCC2	-10	.	-1
75	COc1ccc(/C=C/CN2CCN(c3nccnc3C)CC2)cc1	8	-19	21
76	CCCN(Cc1c(-c2ccccc2)noc1N1CCCCC1)CC(O)c1ccccc1 (stereo not given)	13	-5	-3
77	CCOC(=O)N1CCN(CC(=O)N2N=C(c3ccccc3F)CC2c2cc(OC)ccc2OC)CC1 (stereo not given)	-2	-5	0
78	CC(C)c1cccc(-c2nc3c(NCc4ccccn4)nccc3[nH]2)c1	-7	-8	-5
79	Cc1cc(NC(=O)CN2CCC3(CC2)OCCCO3)nn1-c1ccccc1	2	-4	-8
80	Cc1ccccc1-n1nccc1NC(=O)CCOC(C)C	2	.	4
81	CC1CC(NC(C)c2ccc(-c3cncnc3)cc2)C(=O)O1 (stereo not given)	0	.	4
82	Cc1nn(C)c(C)c1NC(=O)c1ccc(S(C)(=O)=O)cc1	8	.	-8
83	Cc1c(C(=O)NCC2CCCO2)c(CC(C)C)nn1-c1ccc(Cl)c(Cl)c1 (stereo not given)	24	-5	-6
84	CCc1nc(CN(C)Cc2ccc(C(=O)Nc3cnn(C)c3)cc2)no1	28	-18	-3

# (cont.)
cpd	SMILES	NPYLR7 ag	mcGAS inh	hcGAS lum
85	COc1cc(C)ccc1-n1c(CCC(=O)NCCCOC(C)C)cc2c1-c1ccccc1OC2	0	-9	-7
86	Cc1cccnc1C(NC(=O)C1CCN(Cc2ccc(Cl)cc2)CC1)c1ccccc1 (stereo not given)	6	-2	-4
87	CCN(Cc1cnn(CC)c1)C(=O)C/C=C/c1ccccc1	1	.	-10
88	CCCc1nc(C)sc1C(=O)Nc1ccc(-c2ccccc2)cc1	1	-4	-8
89	CC(C)(C)OC(=O)n1ccc(CCCCCO)c1	-7	.	2
90	COCCC1CCCCN1C(=O)c1ccc(-n2cnnc2)cc1 (stereo not given)	6	.	-5
91	COc1ccccc1-c1ccc(N2CCC(C(=O)Nc3ccccn3)CC2)nn1	-10	-6	2

# Structures shown so far that have an NH in an aromatic ring:
cpd	SMILES	NPYLR7 ag	mcGAS inh	hcGAS lum
8	Cc1nc(=O)[nH]c(C)c1CC(=O)O	1	-1	5
13	Cc1cccc2c(C3CCN(S(=O)(=O)c4cc(F)c(F)cc4Cl)CC3)c[nH]c12	4	-7	-8
22	CC1CCc2c(sc3nc(SCC4CCCO4)[nH]c(=O)c23)C1 (stereo not given)	2	.	-5
35	CC(=O)c1ccc(NC(=O)CSc2nnc(CCc3c(C)[nH]c(=O)n(C)c3=O)o2)cc1	-6	-6	-3
36	Cc1ccc2cc(CCNC(=O)c3ccccc3)c(=O)[nH]c2c1C	-3	.	-7
45	Cc1cc(OC(=O)c2cccc(Cl)c2)c([N+](=O)[O-])c(=O)[nH]1	3	-7	-5
50	O=C(NC1CCN(C2CC2)CC1)c1cc2ccccc2[nH]1	-6	.	-1
54	O=C(NC1(c2ccc3c(c2)OCCO3)CCCC1)c1cc2c([nH]c1=O)CCCC2	1	-17	-6
60	Cc1[nH]nc(CCC(=O)NCc2cccnc2-n2ccnc2)c1C	.	-18	-2
63	CCc1cccc2c(C(CC(=O)N3CCC4(CC3)OCCO4)c3ccc(Cl)cc3)c[nH]c12 (stereo not given)	0	-8	-5
67	CCOc1ccccc1-n1c(=O)[nH]c2c(C(N)=O)nc(CCc3ccccc3)nc21	14	.	-13
78	CC(C)c1cccc(-c2nc3c(NCc4ccccn4)nccc3[nH]2)c1	-7	-8	-5
